# From PubChem
# Tau fluor counter: counter-screen for tau fibril formation inhibitors. Potency, µM (series often up to 57.7 µM), for the others: at the highest dose activity change, negative = decrease. tau K18 P301L Alexa594 fluorescence, heparin fibrillization. 0.93% of 280,000 active; also: % is scaled to controls: 0 for no effect and ±100 for the full control effect; nearly all actives have a fitted effect of over 55% in size
#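 Human tau K18 P301L (15 uM unlabeled, 0.24 uM Alexa 594-labeled) in 100 mM sodium acetate pH 7 with 20 uM heparin, 6 hr at 37 C. ThT 30 uM added, 1 hr ambient; Alexa 594 FP and total fluorescence read at 555/632 nm.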
# HTT cytoprotect: Huntington cell model cytoprotection by ATP luminescence | 0.14% of 230,000 active | Potency, µM (doses to about 56.4 µM), without a hit: cytoprotection (ATP increase), most hits filed as activators | AID 1471 | PC12 HTT-Q103 induced, cytoprotection, ATP luminescence, 40 h;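 also: % of control where 0% means no effect; nearly all actives have a fitted effect of over 45% in size; toxic huntingtin expression switched on by the ecdysone agonist tebufenozide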
#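 PC12 cells stably carrying ecdysone-inducible Htt exon 1 (Q103)–GFP were induced with 100 nM tebufenozide (final) alongside library compounds in a dose series. Cytoprotection was scored as retained ATP by ATPlite luminescence.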
# Tau fibril ThT: inhibitors of human tau fibril formation, thioflavin T binding; recombinant tau K18 P301L, heparin-induced fibrillization, ThT fluorescence; Potency, µM (highest dose often 57.4 µM), inactives show at the top dose activity, negative = inhibition, actives largely listed as inhibitors; 2.1% of 270,000 active; AID 1460; also: % is scaled to controls: 0 for no effect and ±100 for the full control effect; nearly all actives have a fitted effect of over 55% in size
# Target sequence (P10636 561-689 P618L limits assumed): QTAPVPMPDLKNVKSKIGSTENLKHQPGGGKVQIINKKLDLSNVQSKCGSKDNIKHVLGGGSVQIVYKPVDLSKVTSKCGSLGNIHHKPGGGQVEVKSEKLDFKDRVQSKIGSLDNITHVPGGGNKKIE
#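 Fibril formation assay: tau K18 P301L at 15 uM with trace Alexa 594 label, heparin inducer 20 uM, pH 7 sodium acetate buffer, 37 C for 6 hr; endpoint ThT signal.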
# TRb SRC2 PPI: TRbeta-SRC2 interaction inhibition; 0.065% of 280,000 active; Potency, µM (series often up to 106 µM), without a hit: at the top dose activity change, negative = inhibition, hits mostly inhibitors; TRbeta-SRC2 peptide binding, fluorescence polarization; receptor liganded with 1 µM T3; P10828;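 also: plate controls were bound peptide for no effect and peptide without receptor for full effect; nearly all actives have a fitted effect of over 50% in size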
# Target sequence (P10828 whole entry, looked up): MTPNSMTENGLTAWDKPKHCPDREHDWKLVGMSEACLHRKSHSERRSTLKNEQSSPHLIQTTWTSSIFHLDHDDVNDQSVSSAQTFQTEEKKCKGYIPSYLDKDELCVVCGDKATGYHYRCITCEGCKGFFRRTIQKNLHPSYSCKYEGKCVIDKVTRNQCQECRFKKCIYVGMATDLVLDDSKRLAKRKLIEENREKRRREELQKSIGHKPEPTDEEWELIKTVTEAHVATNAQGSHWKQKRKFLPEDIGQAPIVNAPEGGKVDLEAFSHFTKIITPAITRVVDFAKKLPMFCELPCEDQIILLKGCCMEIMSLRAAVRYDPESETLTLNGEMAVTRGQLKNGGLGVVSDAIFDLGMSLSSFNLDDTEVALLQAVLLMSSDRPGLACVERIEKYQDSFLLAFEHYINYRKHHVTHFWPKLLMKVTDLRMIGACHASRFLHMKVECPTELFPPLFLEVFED
#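 A fluorescence polarization screen tested compounds at multiple concentrations against complex formation between 0.6 uM TRb ligand-binding domain and 20 nM Texas Red SRC2 peptide, with 1 uM T3 present; readout after 5 hr.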
# Tau fibril FP: inhibitors of human tau fibril formation. AID 1468. K18 P301L tau heparin fibrillization, Alexa594 FP, 6 h. Potency, µM (highest dose often 57.7 µM), for inactives: top-dose activity, negative = inhibition, actives largely listed as inhibitors. 0.39% of 280,000 active; also: % is scaled to controls: 0 for no effect and ±100 for the full control effect; nearly all actives have a fitted effect of over 55% in size
#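 FP of Alexa 594-tau after heparin (20 uM) induction. Substrate: human K18 P301L, 15 uM unlabeled, 0.24 uM labeled. Buffer 100 mM sodium acetate pH 7. 6 hr, 37 C.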
# L3MBTL1 inh: L3MBTL1 (human) inhibition | Q9Y468 | AlphaScreen L3MBTL1–H3K9me1 peptide binding | Potency, µM (titrated, usually from 57.1 µM), for the others: at the top dose activity, negative = inhibition, actives largely listed as inhibitors | 0.66% of 230,000 active | AID 485360; also: % is scaled to controls: 0 for no effect and ±100 for the full control effect; nearly all actives have a fitted effect of over 60% in size
#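 Read-out is AlphaScreen signal from streptavidin donor and nickel chelate acceptor beads (10 ug/mL final each) bridging L3MBTL1 (50 nM) and biotinylated K9-monomethylated H3(1-15) peptide (75 nM), after 30 min compound exposure at room temperature.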
# RECQ1 inh: RECQ1 (human) helicase inhibition; P46063; RECQ1 DNA unwinding, red fluorescence kinetic read; Potency, µM (highest dose often 57.3 µM), for the others: top-dose activity, negative = inhibition, usual class: inhibitors; 0.54% of 240,000 active; AID 2549;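 also: plate controls were vehicle for no effect and no enzyme for full effect; nearly all actives have a fitted effect of over 30% in size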
#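 RECQ1T1 50 nM; forked duplex (20 bp + 30-nt ss tails) 200 nM, ATP 2 mM final; pH 8.0, 2 mM MgCl2, 2.5 ug/ml poly(dI-dC); 15 min compound preincubation; discontinuous kinetic read over 2 h at RT.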
# TexasRed fluor: Texas Red fluorescence interference in TRb-SRC2 counter-screen. TRb/SRC2 Texas Red total fluorescence interference. Potency, µM (series often up to 106 µM), without a hit: at the highest dose fluorescence change, negative = quenching. 0.29% of 280,000 active. AID 1479; active = well fitted curve in either direction with a large enough effect; inconclusive = small, poorly fitted or top-dose-only effect; also: % is scaled to controls: 0 for no effect and ±100 for the full control effect
#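 Flags fluorescent or light-absorbing compounds by total fluorescence, S + 2P, at 555 nm excitation and 632 nm emission. Mixture: 20 nM Texas Red SRC2 peptide, 0.6 uM human TRb LBD, 1 uM T3, 5% DMSO; compound exposure 5 h at ambient temperature.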
# * = called active by the depositor; i = inactive; ? = inconclusive; · = not tested or not shown; [ ] = remark or other dose. Unless noted, calls follow the shape of the dose curve; as a rule, active = well fitted curve in the direction sought with a large enough effect; inconclusive = small, poorly fitted or top-dose-only effect, or another doubt; inactive = no such curve, though single readings can be large; an effect the other way counts as inactive or inconclusive. Potency is read from the fitted curve at half-maximal effect. These rows are one share of the data (hit frequency here may not be typical).
SMILES | Tau fluor counter | HTT cytoprotect | Tau fibril ThT | TRb SRC2 PPI | Tau fibril FP | L3MBTL1 inh | RECQ1 inh | TexasRed fluor
COc1ccc(-n2c3c(c(=O)[nH]c2=O)C(NS(=O)(=O)c2ccc(Cl)cc2)(C(F)(F)F)C(=O)N3)cc1 (centres undefined) | -5% | 9%[10 µM] | · | 3% | 3% | · | -3% | -2%
CSc1cc(C)nc(NC(C)=O)n1 | 14% | 8% | 7% | -4% | 7% | -7% | -6% | -2%
O=C(Nc1cc(S(=O)(=O)Nc2ccc(Cl)cc2)ccc1O)c1ccc(S(=O)(=O)N2CCCCCC2)cc1 | ? | -9%[10 µM] | ? | 0% | ? | -7% | i | 0%
CCOC(=O)C(=CNc1ccc(S(N)(=O)=O)cc1)C(=O)OCC | -6% | -10%[10 µM] | -7% | 7% | -5% | -3% | i | 0%
CCCc1cc(=O)[nH]c(SCC(=O)N2CCN(S(=O)(=O)c3ccc4ccccc4c3)CC2)n1 | -2% | 7%[10 µM] | -2% | -5% | -8% | 5% | -1% | -4%
O=C(c1cc(C(=O)N2CCOCC2)c2nc3ccccc3n2c1)c1cc(Cl)cc(Cl)c1O | 17% | -9%[10 µM] | -5% | 3% | 4% | · | i | -1%
COc1ccc(NC2C=CS(=O)(=O)C2)cc1 (centres undefined) | 2% | -3% | 0% | -13% | 4% | · | -7% | -1%
CC(=O)Nc1nc2ccccc2n1CCOc1ccccc1 | -4% | -3% | 3% | -21% | -1% | -29%[11.4 µM] | i | 1%

# Reprinted at random: two records from the list, in no set order.
SMILES | Tau fluor counter | HTT cytoprotect | Tau fibril ThT | TRb SRC2 PPI | Tau fibril FP | L3MBTL1 inh | RECQ1 inh | TexasRed fluor
CCOC(=O)C(=CNc1ccc(S(N)(=O)=O)cc1)C(=O)OCC | -6% | -10%[10 µM] | -7% | 7% | -5% | -3% | i | 0%
CSc1cc(C)nc(NC(C)=O)n1 | 14% | 8% | 7% | -4% | 7% | -7% | -6% | -2%

# (list continues)
SMILES | Tau fluor counter | HTT cytoprotect | Tau fibril ThT | TRb SRC2 PPI | Tau fibril FP | L3MBTL1 inh | RECQ1 inh | TexasRed fluor
Cc1cc(C)c2oc(C(=O)N(Cc3ccc(F)cc3)C3CCS(=O)(=O)C3)cc(=O)c2c1 (centres undefined) | -22% | · | -14% | 12% | 4% | · | · | 10%
CCOc1ccc(N2CC(NC(=O)c3cccs3)CC2=O)cc1 (centres undefined) | -3% | · | -2% | 2% | -14% | · | · | 0%
O=C(CCc1ccccc1)NCC1OCCc2ccccc21 (centres undefined) | -23% | -18% | ? | -5% | -2% | 8% | i | 0%
CCCCN(C)C(=O)C1CCCN(c2ncnc3onc(-c4ccc(F)cc4)c23)C1 (centres undefined) | -16% | · | -5% | 9% | -5% | · | · | -4%
Clc1ccc2nc(SCc3nnc(-c4ccccc4)o3)[nH]c2c1 | ? | -30%[10 µM] | -6% | -4% | ? | 1% | 2% | 0%
CCN(CC)CCNc1nc(-c2ccccc2)nnc1C(F)(F)F | -8% | 29%[10 µM] | -3% | -3% | -2% | 1% | -5% | -4%
CN(C)C1(CNC(=S)Nc2ccccc2C(F)(F)F)CCCCC1 | -5% | -31%[inhibitor] | -3% | -2% | -10% | · | -1% | -4%
C=CCn1c(=O)n(C(=O)OCC)c2cc(Br)ccc21 | -1% | -25% | -7% | 1% | 5% | 4% | -11% | 0%
CCC1CCCCN1C(=O)Nc1cccc(NC(=O)N2CCCCC2CC)c1 (centres undefined) | ? | -12% | -17% | -1% | 3% | · | i | 1%
CCc1ccccc1N=C1SCC(=O)N1C | -12% | -19%[10 µM] | -20% | -6% | -12% | -6% | -17% | -2%
Cc1ccc(C(=O)Nc2cccc(Oc3ccccc3)c2)o1 | ? | -36% | -18% | -4% | 3% | · | -8% | -8%
COC(=O)Nc1ccc(S(=O)(=O)N2CCN(c3ccc(F)cc3)CC2)cc1 | -21% | -3%[0.074 µM] | 5% | -4% | -2% | -9%[11.4 µM] | i | -5%
Cc1ccc(-n2nc3c(c2NC(=O)CCC2CCCCC2)CS(=O)C3)cc1 (centres undefined) | -4% | 0% | -10% | -12% | -1% | · | -6% | 1%
Cc1c(NC(=O)c2ccc(S(=O)(=O)N(C)c3ccccc3)cc2)c(=O)n(-c2ccccc2)n1C | 10% | -23% | 5% | 1% | -2% | -1% | ? | 0%
O=C(Nc1cccc(F)c1)C1CCN(C(=O)c2ccc(Cl)cc2)CC1 | -12% | 25%[10 µM] | 15% | -1% | 7% | -1% | 1% | 0%
COc1ccc(C/C(C)=N\NC(=O)c2cn(C)c3ccccc23)cc1OC | -6% | -10%[10 µM] | ? | -3% | -2% | -3% | -3% | -1%
COc1ccc(N(C(=O)c2ccc(Br)o2)C2C=CS(=O)(=O)C2)c(OC)c1 (centres undefined) | 7% | ? | 15% | -4% | 2% | · | -7% | 0%
Cc1nn(-c2ccccc2)c(Cl)c1/C=C1\SC(=S)NC1=O | -20% | -38% | ? | -16% | 2% | · | ? | -3%
CC(C)c1nn2c(=O)cc(COC(=O)c3ccc(NC(=O)C4CCCCC4)cc3)nc2s1 | 3% | · | 3% | 6% | -1% | · | · | -1%
O=C(N/C(=C\c1cccnc1)C(=O)N1CCOCC1)c1ccco1 | 1% | -3% | -7% | -12% | 4% | · | -17% | 0%
CCOC(=O)c1c(-c2ccccc2)oc2ccc(NS(=O)(=O)c3ccc(OC)cc3)cc12 | ? | · | -5% | 12% | ? | · | · | -1%
CCOc1ccc2nc(NC(=O)c3nc(SCc4ccc(C)cc4)ncc3Cl)sc2c1 | -11% | · | -10% | 1% | -8% | · | · | -2%
CC(C)CCNC(=O)c1ccc2c(c1)N(Cc1ccccc1)C(=O)CS2=O (centres undefined) | -7% | 32%[10 µM] | -19% | -4% | -1% | 8% | -1% | -1%
CC(C)COP(=O)(OCC(C)C)C(O)c1ccc2c(c1)OCO2 (centres undefined) | -3% | 32%[10 µM] | -8% | 7% | -1% | -4% | -3% | -1%
Cc1cc(C)nc(NC2=NCC(=O)N2c2ccc(F)c(Cl)c2)n1 | -4% | -15%[0.074 µM] | -8% | 0% | 0% | · | 0% | 3%
CC1(OC(=O)c2ccco2)C(=O)C=C2C=C(c3ccc(C#N)cc3)OC=C2C1=O (centres undefined) | -14% | · | ? | 8% | -1% | · | -7% | -1%
CCC(C)(C)NC(=O)C1CCN(c2nc(C)cc(C)n2)CC1 | -1% | 3% | -12% | -4% | 4% | -3% | -4% | -2%
O=S(=O)(NCc1cc(-c2ccc(Cl)cc2)no1)c1ccc(Cl)cc1 | -17% | 3% | ? | -1% | -11% | 7% | 9% | 0%
O=C(c1ccc2c(c1)C(=O)N(Cc1ccco1)C2O)N1CCOCC1 (centres undefined) | -6% | -7% | -17% | -3% | -7% | · | -6% | -6%
CC12CC(NC(=O)N1Cc1ccccc1)c1ccccc1O2 (centres undefined) | -8% | 11% | -9% | 8% | 1% | 5% | -18% | 1%
CCOC(=O)Cc1csc(NC(=O)CCCC(=O)O)n1 | -10% | 7%[10 µM] | -10% | -1% | -5% | 5% | 4% | 1%
O=C(O)/C=C/C(=O)Nc1ccccc1-c1ccccc1NC(=O)/C=C/C(=O)O | -16% | -3%[10 µM] | ? | -5% | ? | -13% | -4% | 2%

# 5 structures from above, sorted by formula weight, rising:
SMILES | Tau fluor counter | HTT cytoprotect | Tau fibril ThT | TRb SRC2 PPI | Tau fibril FP | L3MBTL1 inh | RECQ1 inh | TexasRed fluor
CC12CC(NC(=O)N1Cc1ccccc1)c1ccccc1O2 (centres undefined) | -8% | 11% | -9% | 8% | 1% | 5% | -18% | 1%
CCOC(=O)Cc1csc(NC(=O)CCCC(=O)O)n1 | -10% | 7%[10 µM] | -10% | -1% | -5% | 5% | 4% | 1%
CCC(C)(C)NC(=O)C1CCN(c2nc(C)cc(C)n2)CC1 | -1% | 3% | -12% | -4% | 4% | -3% | -4% | -2%
O=S(=O)(NCc1cc(-c2ccc(Cl)cc2)no1)c1ccc(Cl)cc1 | -17% | 3% | ? | -1% | -11% | 7% | 9% | 0%
CC1(OC(=O)c2ccco2)C(=O)C=C2C=C(c3ccc(C#N)cc3)OC=C2C1=O (centres undefined) | -14% | · | ? | 8% | -1% | · | -7% | -1%

# Continued:
SMILES | Tau fluor counter | HTT cytoprotect | Tau fibril ThT | TRb SRC2 PPI | Tau fibril FP | L3MBTL1 inh | RECQ1 inh | TexasRed fluor
Nc1cnn(Cc2ccc(F)cc2)c1 | -11% | 2%[10 µM] | ? | 2% | -2% | 3% | i | 0%
Nn1c(Cc2cccc3ccccc23)nnc1SCc1ccccc1Cl | 2% | 1%[10 µM] | 8% | 2% | -2% | -10% | 5% | -2%
COc1ccccc1C(=O)NCc1ccc2c(c1)CCN2C(=O)c1ccncc1 | -3% | · | -2% | -5% | -6% | · | · | -5%
O=C(NNc1nc(-c2ccccc2)cs1)c1cccs1 | -21% | -3%[10 µM] | ? | 0% | 5% | -21% | -7% | -3%
CCCNc1ccc(-c2nc(-c3ccccn3)no2)cc1[N+](=O)[O-] | 20% | · | ? | 0% | -1% | · | · | -1%
COc1cc(NC(=S)NCc2ccco2)c(OC)cc1Cl | -12% | · | -7% | -1% | 7% | -6% | i | -3%
COc1ccc2[nH]c(=O)c(CN(Cc3cccs3)S(=O)(=O)c3cccc4nsnc34)cc2c1 | ? | -10%[1.9 µM] | -7% | 4% | -3% | 4% | 3% | -3%

# Reformatted with values under each structure: entries from further up.
# Under each structure – Tau fluor counter | HTT cytoprotect | Tau fibril ThT | TRb SRC2 PPI | Tau fibril FP | L3MBTL1 inh | RECQ1 inh | TexasRed fluor
- Nn1c(Cc2cccc3ccccc23)nnc1SCc1ccccc1Cl
 : 2% | 1%[10 µM] | 8% | 2% | -2% | -10% | 5% | -2%
- COc1ccccc1C(=O)NCc1ccc2c(c1)CCN2C(=O)c1ccncc1
 : -3% | · | -2% | -5% | -6% | · | · | -5%
